UBC13 polyUb: blocks human UBC13 polyubiquitin chain formation; inhibition, % at 20 µM; 0.47% of 330,000 active; P61088; TR-FRET; in the data active = inhibition above about 45%, passing the limit was not always enough
Target sequence (P61088 whole entry, looked up): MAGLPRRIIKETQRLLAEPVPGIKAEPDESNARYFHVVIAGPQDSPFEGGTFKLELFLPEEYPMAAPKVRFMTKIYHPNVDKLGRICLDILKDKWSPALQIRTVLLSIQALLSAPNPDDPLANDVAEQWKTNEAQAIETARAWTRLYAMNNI
SENP7 inh: blocks the human protease SENP7 | recombinant SENP7, Z-RLRGG-aminoluciferin luminescence, 40 min | inhibition, % at 5 µM | AID 434973 | 1.5% of 330,000 active;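 active = inhibition above about 50% at the single test dose, limit read from the data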;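 note: plate controls were DMSO with enzyme for no effect and no enzyme buffer wells for full effect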
Target sequence (Q9BQF6 706-1050 limits assumed): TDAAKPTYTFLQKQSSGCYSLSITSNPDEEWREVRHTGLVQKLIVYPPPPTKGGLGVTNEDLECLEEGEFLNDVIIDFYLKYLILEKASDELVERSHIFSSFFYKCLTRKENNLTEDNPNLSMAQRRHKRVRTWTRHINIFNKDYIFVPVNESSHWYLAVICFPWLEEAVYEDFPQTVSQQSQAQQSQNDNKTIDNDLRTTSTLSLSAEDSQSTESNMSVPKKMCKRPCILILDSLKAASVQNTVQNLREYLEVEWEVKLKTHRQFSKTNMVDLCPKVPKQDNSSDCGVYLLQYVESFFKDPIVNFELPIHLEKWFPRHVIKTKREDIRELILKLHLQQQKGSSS
SENP6 block: SENP6 protease inhibition; Q9GZR1; Recombinant SENP6 catalytic domain, aminoluciferin luminescence; inhibition, % at 10 µM; 1.8% of 330,000 active;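 active = inhibition above about 50% at the single tested dose, limit read from the data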;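 note: plate controls were DMSO wells with enzyme for no effect and DMSO wells lacking enzyme for full effect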
Apaf1 inhib: blocks human Apaf-1 apoptosome activity. reconstituted apoptosome caspase-3 activity, DEVD-Rh110 fluorescence. inhibition, % at 20 µM. 0.71% of 330,000 active. O14727. AID 489030; active = inhibition of at least 40% at 20 µM;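 note: plate controls were DMSO wells for no effect and DEVD-CHO caspase inhibitor wells for full effect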
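Medium: Hepes buffer, pH 7.5 / System: biochemical Apaf-1 apoptosome reconstitution / Measured by: Rh110 fluorescence, excitation 480 nm, emission 540 nm / Times: compound with Apaf-1, dATP, procaspase-3 30 min, then 50 min reaction, room temperature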
SENP1 inh: inhibitors of human SENP1 SUMO protease catalytic domain | inhibition, % at 10 µM | 0.21% of 360,000 active | Q9P0U3 | AID 624204 | recombinant SENP1 catalytic domain, CyPet-SUMO1-YPet FRET cleavage;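 active = inhibition at least 30% at 10 µM, raw YFP signal under a set limit, fluorescence ratio 0.5 to 1.5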;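 note: 0% = enzyme with DMSO and 100% = no enzyme wells; some results filed as inactive read as strong as hits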
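Controls: no-enzyme wells low, DMSO-plus-enzyme wells high control. Test system: human recombinant His6-tagged SENP1 catalytic domain enzyme. Reagent: SFCypet-SUMO1-SFYpet FRET protein substrate, 25 nM final. Doses: one dose per compound, 10 µM, 0.5% DMSO. Detection: FRET, CFP and YFP emission. Timing: 50 min reaction at room temperature.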
APOBEC3G inh: APOBEC3G (human) deaminase inhibition; Q9HC16; recombinant A3G, ssDNA deamination FAM/TAMRA fluorescence; inhibition, % at 20 µM; 0.28% of 330,000 active;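 active = inhibition of at least 40% at 20 µM, with no more than 30% in the related APOBEC3A deaminase screen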;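 note: plate controls were DMSO wells with A3G for no effect and wells lacking A3G enzyme for full effect; some compounds called inactive have numbers as strong as hits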
Target sequence (Q9HC16 whole entry, looked up): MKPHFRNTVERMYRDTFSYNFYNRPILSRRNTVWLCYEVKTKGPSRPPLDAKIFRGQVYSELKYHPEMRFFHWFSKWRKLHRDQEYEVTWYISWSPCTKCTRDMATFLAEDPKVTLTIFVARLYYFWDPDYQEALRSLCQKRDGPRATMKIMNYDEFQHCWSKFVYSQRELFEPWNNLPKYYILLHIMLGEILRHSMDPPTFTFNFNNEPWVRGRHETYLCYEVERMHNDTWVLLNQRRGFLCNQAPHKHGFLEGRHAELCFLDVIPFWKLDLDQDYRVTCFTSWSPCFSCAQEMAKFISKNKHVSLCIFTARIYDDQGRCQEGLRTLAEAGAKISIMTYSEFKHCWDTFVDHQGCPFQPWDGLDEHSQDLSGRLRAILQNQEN
SENP8 block-1: SENP8 (human) protease inhibition; Q96LD8; recombinant SENP8, Nedd8 substrate fluorescence; inhibition, % at 20 µM; 0.64% of 360,000 active; AID 602440; in the data active = inhibition mostly above about 40%, no sharp cut-off; inactive = mostly below about 27%
SENP8 block-2: inhibitors of human SENP8 protease; Q96LD8; purified SENP8, Z-RLRGG-aminoluciferin cleavage, luminescence; inhibition, % at 10 µM; 1.2% of 330,000 active; AID 2540; in the data active = inhibition above about 50%
Active calls of the source: *; x = not tested or not shown.

SMILES	UBC13 polyUb	SENP7 inh	SENP6 block	Apaf1 inhib	SENP1 inh	APOBEC3G inh	SENP8 block-1	SENP8 block-2
Cc1ccc(S(=O)(=O)NCCC(=O)Nc2cc(S(=O)(=O)N(C)C)ccc2C)cc1C	0	2	-8	3	-2	0	9	-1
Cc1nc(C(=O)Nc2ccccc2Cl)cc2c1[nH]c1ccccc12	3	2	-3	6	-56	-2	-152	2
COC(=O)C1CCN(CCCOc2ccc(CN3CCN(c4ccc([N+](=O)[O-])cc4)CC3)cc2)CC1	1	-4	23	7	-8	-4	28	4
COc1ccc(-c2c(N)nnc3c2[nH]c2ccccc23)cc1OC	-1	-5	-9	8	-34	-8	-434	-6
C/C(=N/NC(=O)c1ccc(Br)o1)c1cccc(NC(=O)c2ccc(C)o2)c1	-7	-5	-4	-1	0	-5	22	-19
CC(=O)Nc1ccc(S(=O)(=O)NCC(=O)OCC(=O)NC(=O)c2cccn2C)cc1	3	0	8	-33	-9	-5	-42	4
CCOC(=O)N1CCC(NC(=O)C2CCN(S(=O)(=O)c3cccs3)CC2)CC1	-4	-5	-10	-9	1	-7	14	-10
O=S(=O)(Nc1cccc(S(=O)(=O)N2CCOCC2)c1)c1cccs1	-4	13	-17	-7	0	-6	-1	-8
CCOC(=O)c1nnn(CC(=O)N2N=C(c3ccc(Cl)cc3)CC2c2ccccc2)c1C(=O)OCC (configuration not stated)	-2	11	8	9	-3	-7	37	0
N#Cc1c(NC(=O)C2C3C=CC(C3)C2C(=O)O)sc2c1CCCCC2 (configuration not stated)	6	6	10	6	0	-3	3	-1
COc1ccc(-c2csc(NC(=O)CSc3nc(SC)ns3)n2)cc1	-13	-5	-3	2	15	-5	11	-11
Cc1cccc(NC(=O)CN2C(=O)S/C(=C\c3ccc(O)c([N+](=O)[O-])c3)C2=O)c1	-46	-3	51*	6	3	-2	26	27
Cc1ccc2c(c1)[C@H]1[C@H](CO2)[C@H](c2ccccc2)[C@]2(C)C(=O)N(Cc3ccco3)CC(=O)N12	-5	6	4	18	-9	-3	-14	-1
Cc1ccc(C(=O)N2CC(=O)Nc3ccc(C)cc3C2c2ccccc2)cc1 (configuration not stated)	-2	-5	-26	27	1	-10	19	-11
COCCn1c(C)cc(C(=O)COC(=O)Cc2n[nH]c(=O)c3ccccc23)c1C	-8	-9	6	4	-1	-1	-3	-11
CCn1c(/C=C2\C(=O)N(C(C)C)c3ccccc32)nc2ccccc2c1=O	19	3	-18	-7	-11	-7	-21	4
O=c1c2cnn(-c3ccccc3)c2nc(-c2cccs2)n1-c1cccc(Cl)c1	9	-6	-17	9	-15	-3	-81	-13
c1ccc2c(c1)nc1n2CCN1CCN1CCCC1	-3	1	-4	6	2	-1	10	-2
COc1cc(/C=N\NS(=O)(=O)c2ccccc2)cc(OC)c1OC	0	6	1	-1	2	-2	2	1
CC(C)OC(=O)c1cc(Cl)c(=O)n(Cc2ccc(Cl)cc2Cl)c1	8	10	-10	26	0	-5	14	2

Overlap with the part before: 5 compounds, followed by the next part.
SMILES	UBC13 polyUb	SENP7 inh	SENP6 block	Apaf1 inhib	SENP1 inh	APOBEC3G inh	SENP8 block-1	SENP8 block-2
CCn1c(/C=C2\C(=O)N(C(C)C)c3ccccc32)nc2ccccc2c1=O	19	3	-18	-7	-11	-7	-21	4
O=c1c2cnn(-c3ccccc3)c2nc(-c2cccs2)n1-c1cccc(Cl)c1	9	-6	-17	9	-15	-3	-81	-13
c1ccc2c(c1)nc1n2CCN1CCN1CCCC1	-3	1	-4	6	2	-1	10	-2
COc1cc(/C=N\NS(=O)(=O)c2ccccc2)cc(OC)c1OC	0	6	1	-1	2	-2	2	1
CC(C)OC(=O)c1cc(Cl)c(=O)n(Cc2ccc(Cl)cc2Cl)c1	8	10	-10	26	0	-5	14	2
CCOc1ccc(S(=O)(=O)/N=C(/Nc2ccc(C(C)=O)cc2)c2ccccc2)cc1	-2	9	4	11	1	9	6	2
COc1ccc(N2CCN(C(=O)CCSCc3ccccc3F)CC2)cc1	16	2	-6	-4	0	-10	11	-3
Cc1ccc(CNC(=O)CCNC(=O)Cn2ccc3ccccc3c2=O)cc1	8	3	-3	6	1	4	-28	5
Cc1ccc(CNC(=O)c2ccc(N3CCC4(CC3)CC(c3ccccc3)=NO4)c(NC(=O)c3cccc(C)c3)c2)cc1	-35	-10	-10	12	0	-9	17	-2
COc1ccc(CCn2c(C)cc(C(=O)COC(=O)c3cnc(C)cn3)c2C)cc1	3	-2	-3	11	-1	-11	2	5
COc1ccc(N2CCN(C(CNC(=O)C(=O)NCc3ccc4c(c3)OCO4)c3ccco3)CC2)cc1 (configuration not stated)	-1	0	-16	3	0	1	10	-6
N#CCc1nn(-c2ccc(F)cc2)c(N)c1C#N	8	6	-23	1	-33	-6	-16	-1
Cc1cc(C)c(NC(=O)C2CCCO2)c(C)c1NC(=O)C1CCCO1 (configuration not stated)	4	2	-14	1	-1	-11	-2	-6
CC(C)CNC(=O)c1cc2nc3c(c(C(F)(F)F)n2n1)CCc1ccccc1-3	22	9	1	-9	-30	-5	-425	2
COC(=O)c1ccc(OCC(=O)N2CCCc3ccccc32)cc1	4	-1	-3	8	0	3	8	3
CCCn1c2ccccc2c2cnn(CC(=O)NC3CCCC(C)C3C)c(=O)c21 (configuration not stated)	4	3	-1	-6	0	-6	-8	-1
O=C(NNC(=O)c1ccc2ccccc2c1O)c1cccs1	-2	-2	26	-5	-1	-4	-196	9
CCOC(=O)c1c(NC(=O)CSc2nc3ccccc3o2)sc(C)c1C	-17	-10	-17	20	3	-4	9	-5
COc1cc2c(cc1NC(=O)Nc1ccc(F)cc1)oc1ccccc12	10	-1	-1	-3	-1	24	-55	-8
Cn1c(=O)cc(OCC(=O)N2CCCc3ccccc32)c2ccccc21	6	1	-7	-2	6	-4	15	-8
O=C(Nc1ccncc1)c1cccc(F)c1	-12	-5	-20	13	3	-3	19	-15
Cc1nc2ccc(NC(=O)c3ccc(Cl)c(NC(=O)c4cccs4)c3)cc2s1	-23	-16	-20	27	-3	-9	-5	-10
COc1cccc(NC(=O)Cn2cnc3sc(C)c(S(=O)(=O)N4CCN(C)CC4)c3c2=O)c1	2	-8	11	-3	-1	-1	22	2
CCCN1CCN(CC(=O)Nc2nnc(C)s2)CC1	-10	-4	-24	0	2	-3	13	-1
Cc1ccc(C(=O)N/C(=C\c2cn(C)c3ccccc23)C(=O)NCCCn2ccnc2)cc1	-5	-6	3	0	1	-7	-2	-9
COc1ccc(CCNC(=O)C(=O)NCC2OCCN2S(=O)(=O)c2cc(F)ccc2F)cc1 (configuration not stated)	-4	-3	1	5	-1	-9	3	1
CCN(CC)C(=O)c1sc(NC(=O)c2ccoc2C)c(C(=O)OC)c1C	-7	-6	6	14	-1	20	-299	-10
COc1ccc(NC(=O)CSc2nnc(NC(C)=O)s2)c([N+](=O)[O-])c1	-13	-2	-14	-3	-1	1	10	4
COc1cc(NC(=O)C(=O)NCCN2CCNCC2)c(OC)cc1Cl	12	5	3	-4	2	-4	6	-1
O=C(Nc1ccc(Cl)cc1N1CCOCC1)C1CC1	-6	-1	0	0	1	2	4	0
CCCCC(=O)Nc1ccccc1N1CCN(c2ccccc2)CC1	-1	-3	13	10	3	-7	12	-3
CCN(CC(=O)Nc1c(F)cccc1F)C(=O)c1ccc2c(c1)NC(=O)C(C)S2 (configuration not stated)	-1	7	0	1	4	-4	-6	2
O=C(O)c1cccc(S(=O)(=O)Nc2ccc3c(c2)CCC3)c1	-7	-3	5	2	0	-2	8	-5
O=C(c1cccc(C(F)(F)F)c1)C1CCCN(Cc2cccc(OCCO)c2)C1 (configuration not stated)	0	-8	-13	4	0	-6	9	-8
CCCCCC(=O)NNC(=O)c1c(O)c2ccccc2n(CC)c1=O	8	1	-28	10	1	1	-5	-8
COc1ccc(S(=O)(=O)Nc2cc3c4c(c2)CCN4C(=O)CC3)cc1	6	-1	-2	6	2	-1	13	-1
O=c1oc(-c2cccs2)nc2ccc(Cl)cc12	-20	-2	17	14	2	-6	-266	9
CC(C)NC(=O)c1cc(=O)n(C)c(=O)n1C	-2	3	-12	-7	-1	-1	16	-3
CC(NC(=O)C12CC3CC(CC(O)(C3)C1)C2)c1ccccc1 (configuration not stated)	3	5	-12	2	0	-4	11	-11
Cc1ccccc1C(C(=O)NC1CCCC1)N(C(=O)CNC(=O)c1ccco1)c1cccnc1 (configuration not stated)	0	-24	8	-12	x	-5	x	2
NC(=O)COC(=O)[C@@H]1CC(O)CN1S(=O)(=O)c1ccc2c(c1)OCCO2 (some centres not stated)	0	-7	-21	-15	1	-7	9	-9
CCc1ccc(/C=C2\SC(=S)N(CCC(=O)Nc3cc(C)on3)C2=O)cc1	-12	2	9	-13	29	-4	9	3
COc1cc2ccccc2cc1C(=O)N1CCCC(C(F)(F)F)C1 (configuration not stated)	-11	-9	-37	24	2	-5	-38	-14
O=C(CN1C(=O)NC2(CCCCCC2)C1=O)NC1CCCCCCC1	-1	-4	-13	-1	2	-5	12	-5
CN1CCN(Cc2c(C#N)c3ccccc3n2C)CC1	-7	0	-2	-3	1	-8	9	3
C#CCSc1nnc(-c2ccc(C)cc2)o1	-3	19	28	-4	3	-5	29	-3
CC(C)=CCC/C(C)=C/CNC(=O)C[C@H]1C[C@H](C(=O)N2CCCCC2)[C@@]2(C)c3[nH]c4ccc(Cl)cc4c3CCN2C1=O	x	5	x	10	1	9	13	x
CC(C)NC(=O)c1ccc(-c2cc(C(F)(F)F)ccc2Cl)o1	-6	8	-5	5	0	-2	16	6
CCOC(=O)C1=C(O)/C(=C/c2ccc(OCC(=O)O)c(OCC)c2)SC1=Nc1ccc(C)cc1	-16	-6	-22	24	-88	-1	-228	-2
CC(=O)Nc1ccc(S(=O)(=O)Nc2cccc(-c3nc4ccccc4o3)c2)cc1	19	-4	9	11	0	-3	-90	-3
CC(NC(=O)CCNC(=O)c1ccco1)c1ccc(F)cc1 (configuration not stated)	-4	1	7	-4	0	-7	11	-2
COc1cccc(N(CC(=O)NC2CCCCC2)C(=O)CCC(=O)Nc2nc(C)cs2)c1	4	-13	-1	10	0	-8	9	1
O=S(=O)(c1ccc(SCCOc2ccccc2Cl)nc1)N1CCCC1	2	3	4	13	1	-2	7	2
Cc1ccc2cc(C)c(SCC#N)nc2c1	5	-1	-10	13	-1	-4	13	3
CN1CCN(c2ccc([N+](=O)[O-])cc2C(=O)c2ccccc2)CC1	-8	-7	-8	9	-1	-3	17	-10
CCc1cc(C(=O)NNC(=S)Nc2cc(C)ccc2C)cs1	1	41	40	4	3	-1	10	22
O=S(=O)(c1ccccc1)c1cnc(-c2ccccc2)nc1N1CCCC1	1	0	-26	9	1	-11	-1	0
Cc1ccc(Cl)cc1NC(=O)CC(O)(C(F)(F)F)C(F)(F)F	4	-1	18	-7	3	-2	12	11
Cc1cc(NC(=O)c2cc(-c3ccccc3Cl)nc3ccccc23)no1	-9	-3	-11	15	0	-5	8	-1
C/C(=N\NC(=O)c1ccc(=O)[nH]n1)c1cccnc1	2	-5	-3	-4	1	-9	10	-7
c1ccc(OCCOc2cccc3cccnc23)cc1	-14	3	-15	4	1	-5	-89	-15
O=C1C=C(c2cccc(Cl)c2)C[C@@H](c2ccc(F)cc2)C1	6	14	7	20	1	3	24	5
CCCc1ccc(O)c(N=Cc2cc(Br)cc(OCC)c2O)c1	-37	-8	-17	20	18	1	6	-7
FC(F)(F)c1cccc(-c2noc(CN3CCOCC3)n2)c1	-2	-10	-2	9	-1	-5	24	-6
CCOC(=O)N1CCN(CC(=O)Nc2cccc(Br)c2)CC1	-3	-1	-1	3	3	-3	15	-6
O=C(Nc1cccc(S(=O)(=O)N2CCOCC2)c1)c1ccc(Cl)nc1	10	6	6	-1	4	-6	15	0
